# Bioassay records as filed in PubChem.
# MBD2 DNA inh = inhibitors of MBD2 binding to methylated DNA, primary screen, biochemical, TR-FRET, DNA-binding domain, human | MBD2 binding to methylated oligonucleotide | Methyl-CpG-binding domain protein 2 (Homo sapiens), Q9UBB5 | inhibition, % at 4.4 µM | 370,000 compounds, 0.31% hits | AID 686964, 2013; in the data active = inhibition above about 13%
# Target sequence (Q9UBB5 whole entry, looked up, the tested form may be a part): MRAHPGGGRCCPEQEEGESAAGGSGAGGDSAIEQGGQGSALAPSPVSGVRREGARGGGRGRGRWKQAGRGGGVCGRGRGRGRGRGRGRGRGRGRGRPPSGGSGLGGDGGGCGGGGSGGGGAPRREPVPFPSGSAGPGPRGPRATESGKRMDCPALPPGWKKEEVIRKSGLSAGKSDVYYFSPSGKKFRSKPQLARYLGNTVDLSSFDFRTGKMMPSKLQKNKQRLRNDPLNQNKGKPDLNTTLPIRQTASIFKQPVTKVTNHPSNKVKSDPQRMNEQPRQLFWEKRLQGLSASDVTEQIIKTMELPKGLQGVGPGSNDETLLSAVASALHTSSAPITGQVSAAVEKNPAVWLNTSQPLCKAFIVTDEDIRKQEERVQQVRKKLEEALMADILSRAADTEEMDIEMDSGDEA
# TDP2 absorb = human TDP2 enzyme inhibitors, primary screen, biochemical, epi absorbance, recombinant enzyme; Tyrosyl-DNA phosphodiesterase 2 (Homo sapiens), O95551; T5PNP hydrolysis, p-nitrophenol absorbance 415 nm; 370,000 compounds, 0.34% hits; inhibition, % at 12.8 µM; AID 720702, 2013;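 active = inhibition above the mean of all tested compounds plus 3 SD, set per campaign, cut at about 25% in these data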;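 also: 0% = DMSO with enzyme and 100% = buffer with substrate but no TDP2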
#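 Test system: human TDP2 enzyme; Input: 120 nM TDP2 per well; Buffer or medium: Mg2+-containing Tris-HCl buffer, pH 7.5; Reagent: 5 mM T5PNP; Dosing: 12.8 µM single point, 1% DMSO; Incubation: reaction 2 h, 37 °C; Detection: p-Nitrophenol epi absorbance; Read-out: % inhibition relative to enzyme-containing and enzyme-free wells; Replicates: single well per compound.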
# HTRA1 inh = HTRA1 serine protease inhibitors, primary screen, biochemical, fluorescence polarization, HTS; inhibition, % at 5.96 µM; Q92743; 340,000 compounds, 0.5% hits; recombinant HTRA1, FP-rhodamine activity-based probe; in the data active = inhibition above about 36%;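 also: 0% = enzyme with DMSO and 100% = wells lacking enzyme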
# Target sequence (Q92743 whole entry, looked up): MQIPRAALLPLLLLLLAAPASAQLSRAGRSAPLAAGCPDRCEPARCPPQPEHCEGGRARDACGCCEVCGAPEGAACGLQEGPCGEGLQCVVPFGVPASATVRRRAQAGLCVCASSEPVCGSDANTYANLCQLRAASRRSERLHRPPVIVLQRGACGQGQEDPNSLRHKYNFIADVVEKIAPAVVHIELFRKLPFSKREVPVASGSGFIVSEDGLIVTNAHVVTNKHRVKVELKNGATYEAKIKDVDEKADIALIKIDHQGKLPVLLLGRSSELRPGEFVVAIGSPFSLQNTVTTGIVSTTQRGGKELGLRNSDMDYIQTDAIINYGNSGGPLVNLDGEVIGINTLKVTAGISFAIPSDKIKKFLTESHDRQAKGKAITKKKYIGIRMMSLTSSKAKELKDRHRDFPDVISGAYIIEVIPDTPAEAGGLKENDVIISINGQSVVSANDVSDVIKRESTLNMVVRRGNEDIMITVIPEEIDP
# SIAE inh = human SIAE inhibitors, primary screen, biochemical, fluorescence polarization, FP-Rh probe, 1536-well HTS | SIAE FP-Rh probe binding | 370,000 compounds, 0.69% hits | AID 1053197, 2014 | inhibition, % at 9.66 µM;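 active = inhibition above a cutoff: mean of compounds within the control limits plus 3 SD of those, cut at about 17% in these data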;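 also: 0% = plate median of compound wells and 100% = probe without SIAE protein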
# PRMT1 FP inh = PRMT1 methyltransferase inhibitors, primary screen, biochemical, fluorescence polarization; inhibition, % at 2.79 µM; recombinant PRMT1, activity-based probe fluorescence polarization; 370,000 compounds, 1.3% hits; AID 652257, 2013; Protein arginine N-methyltransferase 1 (Homo sapiens), Q99873;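 active = inhibition above about 21% made by adding two undisclosed values, limit read from the data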
# TCR-CD3 inh = inhibitors of human TCR-CD3 interaction, primary screen, biochemical, fluorescence, TAMRA-labeled TCR probe; T-cell receptor (TCR); inhibition, % at 9.4 µM; 360,000 compounds, 0.37% hits; AID 651800, 2012; in the data active = inhibition above about 19%;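 also: recombinant mutant TCR 2C K166C tagged with TAMRA read by polarization; 0% = receptor in buffer alone and 100% = receptor with positive control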
# mABHD4 FP = ABHD4 inhibitors, primary screen, biochemical, fluorescence polarization, mouse; (Lyso)-N-acylphosphatidylethanolamine lipase (Mus musculus), Q8VD66; purified mABHD4, FP-Rh probe fluorescence polarization; inhibition, % at 8.92 µM; 370,000 compounds, 0.54% hits;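 active = inhibition exceeding the mean over every tested compound plus 3 SD, cut at about 30% in these data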;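 also: 0% = plate median of compound wells and 100% = S159A mutant with DMSO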
#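 Assay system: mABHD4 protein; medium: HEPES pH 7.0, NaCl, Pluronic buffer; dosing: 8.92 µM, single dose; schedule: 45 min + 60 min at 25 °C; signal: FP readout, ex 525 nm / em 598 nm; read-out: normalized percent inhibition of probe labeling; repeats: single replicate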
# GC-B act = human GC-B receptor activators, primary screen, HEK293 GC-B cells, cGMP TR-FRET, EC30 CNP; 0% at EC30 CNP, 100% saturating CNP; activation, % at 10 µM; 370,000 compounds, 0.11% hits; AID 1920062, 2024;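 active = activation at 10 µM reaching about 35% in either raw or pattern-adjusted values, limit read from the data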
# rCAG binder = binders of r(CAG) RNA repeats, primary screen, biochemical, fluorescence; r(CAG) RNA repeat, TO-PRO-1 dye displacement fluorescence; inhibition, % at 3 µM; 370,000 compounds, 1.3% hits; AID 651821, 2012;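 active = inhibition above the plate cutoff, the mean of all test compounds on that plate plus 3 SD, cut at about 35% in these data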;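 also: 0% = DMSO alone and 100% = 100 µM mitoxantrone as full dye displacement; higher means more dye released from RNA so lower well fluorescence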
# LEDGF integ inh = blockers of LEDGF/p75-dependent integrase strand transfer – biochemical, TR-FRET, high throughput, primary screen | HIV-1 integrase (with human LEDGF/p75) | TR-FRET IN-LEDGF/p75 DNA integration, Eu/Cy5 | inhibition, % at 3.7 µM | 370,000 compounds, 0.64% hits | AID 743269, 2014;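 active = inhibition above the screen-wide mean plus 3 SD, cut at about 13% in these data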;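 also: signal is the Cy5 over europium emission ratio at 671 and 618 nm; 0% = plate median of compound wells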
# The depositor's hits bear a star; . = not tested or not shown. Only part of the results is shown; rates above refer to the full screens.
SMILES,MBD2 DNA inh,TDP2 absorb,HTRA1 inh,SIAE inh,PRMT1 FP inh,TCR-CD3 inh,mABHD4 FP,GC-B act,rCAG binder,LEDGF integ inh
CCCn1c(=O)c(C(=O)NNC(=O)c2ccccc2[N+](=O)[O-])c(O)c2ccccc21,7,2,6,5,5,1,12,-1,6,-4
CC(C)(C)n1nc2c(c1NC(=O)C1CC(=O)N(c3ccc(Cl)cc3)C1)CS(=O)(=O)C2 (stereo unspecified),-3,2,3,-5,0,8,-7,3,0,0
O=C(/C=C/c1ccc([N+](=O)[O-])cc1)c1ccccc(=O)c1O,2,10,27,14,15,2,43*,-4,17,5
CCC1SC(=NC(=O)c2ccc(Cl)c(Cl)c2)NC1=O (stereo unspecified),4,16,-8,-3,5,-3,1,5,11,-2
CNC(=O)COc1ncnc2scc(-c3ccc(F)cc3)c12,-3,-2,-8,-2,-2,-1,1,1,2,0
Cc1ccc(C(=O)c2oc3ccccc3c2NC(=O)c2cc(-c3cc(C)ccc3O)n[nH]2)cc1,1,8,-11,-17,-4,3,-1,-4,9,-2
COc1ccc(-c2cc(C(F)(F)F)n3nc(C(=O)O)nc3n2)cc1,-1,-6,3,1,2,3,5,4,1,1
COc1ccc(C)cc1NC(=O)CNC(=O)Cn1ccc2ccccc2c1=O,5,5,1,3,-1,8,5,-5,-2,-2
O=C(CN1C(=O)NC2(CCOc3ccccc32)C1=O)Nc1cccc(Cl)c1 (stereo unspecified),0,1,-9,-2,-2,1,-16,-3,4,-3
Cn1cc(Br)c(C(=O)Nc2sc3c(c2C(N)=O)CCCC3)n1,0,-9,-8,-6,8,-2,-1,-12,21,-4
Cc1cn([C@H]2C[C@H](O)[C@@H](/C=C/C(=O)NCCc3cccs3)O2)c(=O)[nH]c1=O,1,6,.,2,-2,3,-2,-3,2,-3
O=S(=O)(NCc1cc(-c2ccccc2)no1)c1ccccc1,4,8,-8,4,2,-1,1,3,1,2
O=C(C1CCCCC1)N1C[C@@H](O)[C@H](n2cc(C3CC3)nn2)C[C@@H]1c1ccc(Cl)cc1,0,-8,1,5,3,-7,1,-1,-1,-5
Cc1ccnc(NC(=O)c2ccc(NC(=O)c3ccco3)cc2)c1,-1,2,-4,1,-4,0,-7,3,-4,0
COC(=O)C1=C(N)Oc2cc(C)n(CCN3CCOCC3)c(=O)c2C1c1cccnc1 (stereo unspecified),1,2,15,-1,-1,-1,-2,1,-7,0
C[C@@H]1CN([C@@H](C)CO)S(=O)(=O)c2ccc(Br)cc2O[C@H]1CN(C)C(=O)c1ccccc1F,4,-13,-3,-5,7,2,-11,-6,2,8
O=C(NNS(=O)(=O)c1cc(Cl)c(Cl)cc1Cl)c1cccnc1,4,7,6,-1,4,-4,-4,1,0,1
COc1ccc(S(=O)(=O)N2CCN(C(=O)[C@@H]3CCC(=O)N3C3OC(=O)c4ccccc43)CC2)cc1 (stereo partly specified),3,-4,1,-4,2,-10,-11,.,0,0
O=C(COc1cccc(C(F)(F)F)c1)N1CCN(c2ccccc2O)CC1,-4,-2,1,5,4,0,5,-2,-7,-6
CC(=O)Nc1ccc2nc(NC(=O)CS(=O)(=O)c3ccc(F)cc3)sc2c1,5,-2,-3,-4,6,0,16,-7,9,0
O=C(NCCc1c[nH]c2ccccc12)c1ccc(-n2cnnn2)cc1,1,3,-19,2,0,5,-1,-1,4,-2
CCc1nnc(N2CCN(c3ncnc4c3oc3ccccc34)CC2)s1,1,-14,-3,-2,3,-3,-10,7,-4,1
CCCNC(=O)c1cc(C2CCCCN2C(=O)c2ccc3c(c2)CCO3)on1 (stereo unspecified),0,10,.,6,-1,0,3,3,1,1
CCOc1ccccc1NC(=O)CN(c1nccs1)S(=O)(=O)c1ccc(N)cc1,0,2,2,-4,-2,-4,6,-2,6,-1
COc1cc(NC(=O)Nc2ccc(Cl)c(Cl)c2)c(C(=O)O)cc1OC,-2,12,1,8,-1,1,10,2,70*,-4

# 3 entries already listed, ordered by their value in PRMT1 FP inh, largest number first.
Structure | PRMT1 FP inh
O=C(/C=C/c1ccc([N+](=O)[O-])cc1)c1ccccc(=O)c1O | 15
CC(C)(C)n1nc2c(c1NC(=O)C1CC(=O)N(c3ccc(Cl)cc3)C1)CS(=O)(=O)C2 (stereo unspecified) | 0
COc1cc(NC(=O)Nc2ccc(Cl)c(Cl)c2)c(C(=O)O)cc1OC | -1

# The results go on.
SMILES,MBD2 DNA inh,TDP2 absorb,HTRA1 inh,SIAE inh,PRMT1 FP inh,TCR-CD3 inh,mABHD4 FP,GC-B act,rCAG binder,LEDGF integ inh
Cc1cc(CNC(=O)c2cc(Br)ccc2Cl)nn1C,1,1,4,-3,-1,0,-4,8,0,2
COc1ccc2[nH]c(C)c(CN3CCC(C)CC3)c(=O)c2c1,1,6,0,2,-5,-7,-2,3,0,-5
C=CCNc1nc2c(c(=O)[nH]c(=O)n2C)n1CCCCC,2,-4,4,-4,1,-5,-10,-23,1,2
Nc1n[nH]c(CO)n1,3,7,0,-2,-4,-3,2,4,-2,0
CCCn1c(=O)c2ccccc2n2c(SCc3cc(=O)oc4ccc5ccccc5c34)nnc12,-2,-20,-10,1,5,-5,-2,5,7,3
Cc1nc(SCn2nnc3ccccc3c2=O)nc(C)c1C,5,-1,-5,-5,0,-4,5,11,-7,-1
CCOc1ccc(N2CC(=O)N/C2=N\c2nc(C)cc(C)n2)cc1,-6,-6,5,3,1,6,-4,-2,0,7
O=C(NC(=S)NCC1CCCO1)c1ccccc1Br (stereo unspecified),3,-4,2,-3,2,-6,0,0,1,1
Cc1sc2c(c1C)c(=O)n(-c1ccccc1)c1nnc(C)n21,5,-3,7,0,7,-1,2,3,-2,0
COc1ccccc1N1C(=O)c2ccc(C(=O)Nc3ccc(C(=O)O)cc3)cc2C1=O,-7,9,2,6,5,-5,-7,0,11,-1
CCOc1cc(NC(=S)NCC2CCCO2)c(OCC)cc1NC(=O)c1ccc(OC)cc1 (stereo unspecified),-1,0,12,-2,-2,2,-2,-3,0,-4
COc1cc(Cl)c(C)cc1NC(=O)c1ccccc1NC(=O)CN1CCOCC1,-1,-4,-16,-5,-1,2,2,8,1,1
O=C(COC(=O)/C=C/c1ccccc1)Nc1ccc2c(c1)OCCO2,2,6,8,-11,-1,1,1,2,0,1
COc1ccc(OC)c(NC(=O)Cn2c(CCC(=O)O)ccc2-c2ccc(C)cc2)c1,3,4,-12,5,0,2,-3,-3,20,-1
Cc1cc(C)c(NC(=O)CN(C)S(=O)(=O)c2ccc3c(c2)n(C)c(=O)c(=O)n3C)c(C)c1,1,3,9,11,-4,0,-5,-1,0,2
COc1ccc(S(=O)(=O)Nc2cc3c(C(C)=O)c(C)oc3c3ccccc23)cc1,-6,-15,-8,-4,-2,11,-4,-6,4,-6
Cc1ccc(S(=O)(=O)N2CCOCC2)cc1C(=O)NC1CCCC(C)C1C (stereo unspecified),-3,0,0,9,-2,-1,5,-1,-5,-1
CC(C)(C)c1ccc(C(=O)NC(=S)N2CCOCC2)cc1,-5,12,-3,3,1,3,1,3,-2,2
Cc1cc(N(C)N)nc(NC(=O)NS(=O)(=O)c2ccccc2Cl)n1,1,15,-2,2,-6,-1,-1,6,1,-1
COc1cc(CN2CCN(c3cccc(C)c3C)CC2)cc([N+](=O)[O-])c1O,-8,-3,11,13,5,5,17,-6,10,4
O=C(c1ccc(Br)o1)N1CCN(C/C=C/c2ccccc2)CC1,7,4,-9,0,-1,-5,-1,-2,-6,1
CCC(=O)N1CCc2cc(Br)c(S(=O)(=O)NCc3ccccc3OC)cc21,1,-1,.,3,0,.,1,1,6,-2
Cc1[nH]nc2c1C1(CCOC1C)C(C#N)=C(N)O2 (stereo unspecified),1,15,1,5,-2,1,2,4,-3,-2
O=C(CSc1nnnn1-c1ccccc1)N1N=CCC1c1ccccc1 (stereo unspecified),-2,6,-4,2,-5,3,1,5,-6,1
Cc1ccc(CNC(=O)CS(=O)(=O)CC(=O)O)cc1,1,7,3,7,1,2,3,5,1,-2
SMILES,MBD2 DNA inh,TDP2 absorb,HTRA1 inh,SIAE inh,PRMT1 FP inh,TCR-CD3 inh,mABHD4 FP,GC-B act,rCAG binder,LEDGF integ inh
Cc1ccc(C2C(C#N)=C(N)Oc3n[nH]c(C)c32)cc1 (stereo unspecified),-8,-1,5,-3,1,-4,-5,-4,-1,-1
Cc1nn(-c2ccccc2)c2sc(C(=O)c3c(N)n(C)c(=O)n(C)c3=O)cc12,5,6,-14,-5,-1,2,-7,-3,7,2
CSCCC1NC(=O)N(CC(=O)Nc2cc(C)on2)C1=O (stereo unspecified),5,-2,1,-2,-2,-8,-3,4,0,1
Cn1c(COc2ccc(F)cc2)nnc1SCC(=O)NC1CC1,1,-11,0,-5,2,-2,-1,-6,-2,-5
CCS(=O)(=O)N1CCN(C(C)CCc2ccccc2)CC1 (stereo unspecified),-5,0,4,1,-1,9,10,-5,-5,2
Cc1cc(N2CCCCCC2)nc2ccc(F)cc12,-2,-8,-3,8,0,4,7,-1,0,2
O=C(CCc1ccc(S(=O)(=O)N2CCOCC2)cc1)Nc1c(F)cccc1F,-6,10,7,0,1,4,5,5,2,2
Cc1nc2ccccc2nc(C)c1=NOCc1ccc(C#N)cc1,4,-1,-2,6,1,3,2,3,2,5
Cc1ccc(/C=C2\SC(=O)N(CCC(=O)N3CCN(C)CC3)C2=O)cc1,-2,-11,0,-2,1,0,6,-2,-7,2
Cc1ccc(S(=O)(=O)C2C(=O)N(C)C3(C)CC2c2ccccc2O3)cc1 (stereo unspecified),-2,-18,1,-5,-2,8,-2,-4,-1,1
O=C(O)COc1ccc(Br)cc1/C=C1/SC(=O)N(CC(=O)N2CCCC2)C1=O,-2,-7,-2,7,7,-6,12,1,20,2
O=C(Cc1cccs1)Nc1cc(SCCO)cc([N+](=O)[O-])c1,2,2,-10,-5,-2,7,-6,6,1,3
COc1ccc(Cl)cc1NC(=O)C(C)N(C)Cc1ccc(C(F)(F)F)cc1 (stereo unspecified),2,-11,-8,3,1,2,-9,10,1,5
CCCn1c(SCC(=O)NC2CCCC2)nnc1C(C)C,3,6,-11,2,0,-1,1,5,-3,-2
N#CC(C(O)c1ccccc1)N1CCOCC1 (stereo unspecified),-2,4,1,0,1,-2,4,2,0,-5
